ULK1 primary: inhibitors of human ULK1 kinase; O75385; AlphaScreen Atg13 phosphorylation by ULK1, luminescence; inhibition, % at 5.96 µM; 30,000 compounds, 1.9% hits; AID 1259251; in the data active = inhibition above about 43%;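 note: 0% = median of compound wells and 100% = no enzyme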
Target sequence (O75385 whole entry, looked up): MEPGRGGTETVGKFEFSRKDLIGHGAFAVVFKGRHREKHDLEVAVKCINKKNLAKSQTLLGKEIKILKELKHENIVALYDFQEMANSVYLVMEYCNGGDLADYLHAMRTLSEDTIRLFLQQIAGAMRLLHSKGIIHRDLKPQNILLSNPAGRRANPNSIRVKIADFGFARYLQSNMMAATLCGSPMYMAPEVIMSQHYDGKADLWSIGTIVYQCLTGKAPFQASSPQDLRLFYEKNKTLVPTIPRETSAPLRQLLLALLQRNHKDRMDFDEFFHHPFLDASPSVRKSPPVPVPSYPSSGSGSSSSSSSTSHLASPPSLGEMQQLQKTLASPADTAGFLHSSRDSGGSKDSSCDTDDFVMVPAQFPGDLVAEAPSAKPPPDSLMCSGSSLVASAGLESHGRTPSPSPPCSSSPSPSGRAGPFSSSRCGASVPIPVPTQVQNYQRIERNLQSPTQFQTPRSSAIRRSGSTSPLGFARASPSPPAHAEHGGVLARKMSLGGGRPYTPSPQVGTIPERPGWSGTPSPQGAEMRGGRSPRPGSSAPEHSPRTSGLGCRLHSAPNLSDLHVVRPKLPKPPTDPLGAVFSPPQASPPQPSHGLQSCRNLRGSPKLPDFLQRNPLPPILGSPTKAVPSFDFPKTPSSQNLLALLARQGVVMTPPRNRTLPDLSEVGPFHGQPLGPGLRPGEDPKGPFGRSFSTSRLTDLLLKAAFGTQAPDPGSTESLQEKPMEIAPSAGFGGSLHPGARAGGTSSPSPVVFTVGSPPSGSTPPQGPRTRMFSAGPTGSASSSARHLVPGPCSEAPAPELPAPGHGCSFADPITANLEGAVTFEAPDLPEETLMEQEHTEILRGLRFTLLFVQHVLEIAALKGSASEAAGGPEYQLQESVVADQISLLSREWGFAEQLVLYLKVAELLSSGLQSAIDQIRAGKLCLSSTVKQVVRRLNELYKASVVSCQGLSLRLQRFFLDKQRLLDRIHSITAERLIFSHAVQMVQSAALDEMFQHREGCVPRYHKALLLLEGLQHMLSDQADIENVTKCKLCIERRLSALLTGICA
ASK1 inh: human ASK1 kinase inhibition, primary screen. AlphaScreen MKK6 phosphorylation by ASK1, luminescence. 22,000 compounds, 0.99% hits. inhibition, % at 7.44 µM; in the data active = inhibition above about 35%;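 note: 0% = median of compound wells and 100% = no enzyme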
* = called active by the depositor; . = not tested or not shown.

SMILES	ULK1 primary	ASK1 inh
c1cc(-n2cnc3c(NCCN4CCOCC4)nc(NCc4ccc5c(c4)OCO5)nc32)cs1	-23	-6
O=C(Nc1ccc(Br)cc1)c1c(O)cccc1O	18	.
C[C@@H](NC(=O)OC(C)(C)C)c1nc(-c2ccncc2)n[nH]1	2	3
CC1C(=O)Nc2cc(S(C)(=O)=O)ccc2N1C(=O)c1ccco1 (stereo unspecified)	3	.
O=C1CCCN1CCCNc1cc(-c2ccc(N3CCOCC3)nc2)ncn1	1	-11
COc1ccc(-c2cc(C(=O)NCCCN3CCCC3=O)ccn2)cn1	12	-3
Nc1nc(NCc2cccnc2)cc(NCc2nc3ccccc3[nH]2)n1	7	0
Cc1cc(NCCOc2ccccc2)nc(Nc2nccc3ccccc23)n1	-6	2
COc1cc(Nc2nc(-c3ccc(C(N)=O)cc3)ncc2C)cc(OC)c1OC	55*	61*
CC(C)N(CCNc1nc(N2CCc3ccccc3C2)nc2c1ncn2C1CCCCC1)C(C)C	8	-7
O=C(NCc1cccnc1)c1cncc(-c2csc3ccccc23)c1	-5	-2
CCN(CC)c1nc(Nc2ccc(N3CCOCC3)cc2)nc(Nc2ccc(-n3ccnc3)cc2)n1	-24	41*
Cc1cnc(-c2c(C)noc2C)nc1Nc1ccc(Oc2ccccc2)cc1	21	10
COc1cc2nc(-c3cccc(C(C)=O)c3)nc(Nc3ccc(Oc4ccccc4)cc3)c2cc1OC	-31	-3
CC(CNC1CCCCC1)OC(=O)c1ccccc1 (stereo unspecified)	6	.
Nc1cccc(-c2cc(NCc3cccc(C(F)(F)F)c3)nc(N)n2)c1	-35	5
O=C(NCc1cccnc1)c1ccc2nc(-c3cccs3)sc2c1	1	3
CCN(CC)CCOc1ccc(/C(=C(/Cl)c2ccccc2)c2ccccc2)cc1	-11	.
Oc1ccc(CCNc2nc(N3CCN(Cc4ccc5c(c4)OCO5)CC3)nc3c2ncn3C2CCCCC2)cc1	27	35
NS(=O)(=O)c1cccc(Nc2nccc(NC(=O)C3COc4ccccc4O3)n2)c1 (stereo unspecified)	1	6
O=C(Cc1cn(-c2ccc(Oc3ccccc3)nn2)c2ccccc12)NCCCN1CCCC1=O	16	5
CC(COc1ccccc1)N(CCCl)Cc1ccccc1 (stereo unspecified)	-9	.
N/C(=N\OC(=O)Nc1ccccc1)c1ccc(Cn2cc(C(F)(F)F)ccc2=O)cc1	2	.
CC(=O)N(C(C)=O)S(=O)(=O)c1ccc(Nc2nccc(-c3ccccc3)n2)cc1	6	6
CCOc1cccc2cc(-c3csc(NC(=O)c4ccccc4F)n3)oc12	-10	.
Cc1noc(C)c1-c1nc(C(=O)NCc2ccccc2)cs1	28	-11
COc1cccc(CN(CCN(C)C)C(=O)Nc2ccc(-c3cn[nH]c3)cc2N(C)C)c1	14	-10
COc1cc(Nc2ncc(C)c(NC3CCN(Cc4ccccc4)CC3)n2)cc(OC)c1OC	-6	0
O=C(NC1CC1)c1ccc(-c2cc(Nc3ccc(N4CCOCC4)cc3)ncn2)cc1	3	15
COc1ccc(CCNc2nc(NC3CCN(Cc4ccccc4)CC3)nc3c2ncn3C2CCCCC2)cc1	10	43*
C[C@H]1C(=O)Nc2cc(S(C)(=O)=O)ccc2N1C(=O)c1ccc(Cl)cc1Cl	-3	.
CC(C)n1cnc2c(Nc3ccc(N4CCOCC4)cc3)nc(Nc3ccc(-n4ccnc4)cc3)nc21	67*	36*
O=C(Cc1ccccc1)Nc1cnn(-c2cccc(C(=O)Nc3ccc(-n4ccnc4)cc3)c2)c1	-10	17
COc1ccc(CCNc2nc(NCCN3CCOCC3)nc3nc[nH]c23)cc1	6	-6
CCNc1nc(NC2CCN(Cc3ccccc3)CC2)c2ncn(-c3ccsc3)c2n1	-5	9
Cc1nc(C)n(-c2ccc(Nc3ncc4ccc(-c5cnn(C)c5)nc4n3)cc2)n1	27	17
Cc1noc(C)c1-c1nc(NCc2cccc(C(F)(F)F)c2)c2ncn(CCN3CCCC3=O)c2n1	-16	1
O=C(NCc1cccc(C(F)(F)F)c1)c1csc(Nc2cnccn2)n1	0	3
CC(C)CC(NC(=O)C(NC(=O)OC(C)(C)C)C(C)C)C(=O)N1CCCC1C(N)=O (stereo unspecified)	2	.
CC(C)C1C(=O)Nc2cc(S(C)(=O)=O)ccc2N1C(=O)C1CCCCC1 (stereo unspecified)	-29	.
CC(=O)Nc1ccc(Nc2ncnc3nc(-c4c(C)noc4C)[nH]c23)cc1	17	0
O=C1CCCC2=C1C(c1ccccc1Cl)C1=C(CCCC1=O)O2	5	.
Cc1cnc(Cl)nc1NCCc1ccc(O)cc1	-1	-16
COc1nc(Nc2ccc(NC(C)=O)cc2)nc(-c2ccc(C(N)=O)cc2)n1	-4	1
Nc1cccc(-c2cc(NCc3cccnc3)nc(N)n2)c1	55*	-3
O=C1NCN(c2ccccc2)C12CCN(CCCC(c1ccc(F)cc1)c1ccc(F)cc1)CC2	-8	.
COc1ccc(-c2nc(NCCO)nc(OC)n2)cc1	1	0
O=C(NCCc1ccccc1)c1cc2cc(-c3ccncc3)ccc2[nH]1	-2	-1
NC(=O)NS(=O)(=O)c1ccc(N)cc1	1	.
CN(C)c1cccc(Nc2nc3ccc(C(N)=O)cc3s2)c1	6	18
COCCN(C1CCN(C)CC1)S(=O)(=O)c1ccc(N)cc1	-1	.
CC(=O)Nc1ccc(Nc2nc(NCc3cccnc3)nc3c2ncn3C2CCCCC2)cc1	10	-7
c1ccc(OCCNc2ncnc3nc(-c4ccccc4)[nH]c23)cc1	-4	5
Cc1cc(Nc2ccccc2)nc(-c2c(C)noc2C)n1	7	-7
c1ccc(Cc2nc3ccccc3[nH]2)cc1	-4	.
COc1cc(NC(=O)c2cc(Nc3ccnn3C)nc3ccccc23)cc(OC)c1OC	-4	-3
Cc1cnc(-c2ccc(N3CCOCC3)nc2)nc1NCCc1ccc(O)cc1	-5	3
CCCNc1cc(C)nc(-c2ccc(N3CCN(C)CC3)cc2)n1	-1	-2
CSc1ccc(NC(=O)C2CCCCN2S(=O)(=O)c2ccc(Cl)s2)cc1 (stereo unspecified)	-10	.
CN1CCN(C(=O)c2ccc(-c3nc4ccc(C(=O)NC5CC5)cc4s3)cc2)CC1	2	-1

The results go on.
SMILES	ULK1 primary	ASK1 inh
CN1CCN(c2ccc(-c3nc(NCCN4CCOCC4)c4[nH]cnc4n3)cc2)CC1	-8	31
c1cc(Nc2ccc3c(c2)OCO3)nc(N2CCN(Cc3ccc4c(c3)OCO4)CC2)n1	-30	37*
Cc1cc(NCc2cccnc2)nc(Nc2ccccn2)n1	23	-2
CC(=O)Oc1cccc(-c2nc(Nc3ccc4c(cnn4C(=O)OC(C)(C)C)c3)c3ccccc3n2)c1	-40	-15
O=C1CCCN1CCn1cnc2c(NCc3cccc(C(F)(F)F)c3)nc(-c3csc4ccccc34)nc21	-11	10
COCCNc1cc(-c2ccc(F)cc2)nc(-c2cccnc2)n1	-4	.
O=C(NCc1cccnc1)c1ccc2nc(Nc3cnccn3)sc2c1	33	-2
Nc1cccc(-c2nc3ccc(C(=O)NCCN4CCOCC4)cc3s2)c1	-7	-7
CC(C)(C)NC(=O)N1CCN(c2ccc(S(C)(=O)=O)cc2)CC1	0	.
COc1cc(Nc2nc(Nc3ccc(N4CCOCC4)cc3)nc3c2ncn3CCN2CCCC2=O)cc(OC)c1OC	-3	12
CCNc1cc(C(=O)NCCCN2CCCC2=O)c2ccccc2n1	-10	5
CCCNC(=O)c1ccnc(-c2c(C)nn(C)c2C)c1	1	-15
N[C@@H](Cc1ccc(Br)cc1)C(=O)N1CCC(NC(=O)Nc2ccncc2)CC1	12	-9
Cc1noc(C)c1-c1nc(NCCO)c2ncn(Cc3ccc(C(F)(F)F)cc3)c2n1	0	-10
Cc1cnc(Nc2ncccn2)nc1NCCCN1CCCC1=O	7	7
CN(C)c1cccc(Nc2nc(Nc3ccc(N4CCOCC4)cc3)c3ncn(-c4ccsc4)c3n2)c1	6	25
CCCN1[C@H](C)[C@H]2CCC[C@]23OCCC=C3[C@H]1c1cccc(Cl)c1	-5	8
CN(C)c1cccc(Nc2nc(NCCOc3ccccc3)c3ncn(-c4ccsc4)c3n2)c1	12	15
CCCCOc1ccc(/C=C2\SC(=S)N(C3CCS(=O)(=O)C3)C2=O)cc1 (stereo unspecified)	-6	.
NC(Cc1ccc(-c2cn[nH]c2)cc1)c1nc2ccc(-c3cn[nH]c3)cc2[nH]1 (stereo unspecified)	-7	-10
COc1cc(Nc2ccc(-n3cc(CC(=O)Nc4ccccc4)c4ccccc43)nn2)cc(OC)c1OC	5	22
Cc1cc(NC2CC2)nc(-c2c(C)nn(C)c2C)n1	3	-7
CCNc1cc(NCCCN2CCCC2=O)nc(N)n1	-4	2
CC(C)N(CCNC(=O)c1cnc(-c2ccccc2)s1)C(C)C	-5	0
CN1CCN(S(=O)(=O)c2cc([N+](=O)[O-])ccc2Cl)CC1	2	.
Cc1nnc2n(-c3ccccc3)c(=O)c3c4c(sc3n12)CCC4	2	.
CCCNc1cc(-c2ccc(N3CCOCC3)nc2)nc(N)n1	2	0
Cn1nccc1Nc1nc(NCCN2CCOCC2)c2ncn(Cc3ccc(C(F)(F)F)cc3)c2n1	-2	17
Cn1c(Nc2nc(NCc3ccccc3)c3ncn(C4CCCCC4)c3n2)nc2ccccc21	5	-1
CNC(=O)c1ccccc1Nc1cc(NC(=O)C(F)(F)c2ccccc2)ncc1C(F)(F)F	61*	-4
Cc1cc(C2CCCCC2)n(O)c(=O)c1	-16	.
CN(C)C(=O)c1cc(-c2cn[nH]n2)ccc1NC(=O)C1COc2ccc(F)cc2C1 (stereo unspecified)	3	12
Cc1cncc(Nc2cc(-n3cc(C)c(Nc4ccccc4)n3)c(F)cn2)c1	-20	2
COc1ccc(N(CC(=O)NCCSCc2ccco2)S(C)(=O)=O)cc1	2	.
Cn1c(Nc2nc(Nc3ccccc3)c3ncn(-c4ccsc4)c3n2)nc2ccccc21	13	-4
COc1ccc(-c2nc(Nc3ccccc3)c3ncn(-c4ccsc4)c3n2)cn1	-10	1
Cc1c(C(=O)O)nnn1-c1ccccc1	-3	.
FC(F)(F)c1ccc(Cn2cnc3c(Nc4ccc(N5CCOCC5)cc4)nc(-c4ccccc4)nc32)cc1	-4	19
Cc1csc(-c2ccc(C(=O)NCc3nc(-c4ccncc4)n[nH]3)s2)n1	-8	5
O=C(CSc1ccccc1)Nc1ccnc2cc(-c3ccccc3)nn12	1	-10
O=C(c1ccco1)N1CCNCC1	7	.
COc1ccc(CCNC(=O)c2cc(NCc3ccc4c(c3)OCO4)nc3ccccc23)cc1	7	4
c1ccc(CNc2ccnc(N3CCc4ccccc4C3)n2)cc1	-9	-7
O=C(Nc1cc(-c2ccncc2)c[nH]c1=O)C1Oc2ccc3ccccc3c2O1 (stereo unspecified)	-20	0
Cc1nn(C)c(C)c1-c1nccc(NCc2cccnc2)n1	-3	-16
O=C(Cc1ccccc1)Nc1cnn(-c2cccc(C(=O)Nc3ccc(N4CCOCC4)cc3)c2)c1	3	3
CC(=O)Nc1ccc(Nc2nc(-c3cccc(N)c3)nc3c2ncn3C(C)C)cc1	35	5
FC(F)(F)c1cccc(CNc2cc(Nc3ncccn3)ncn2)c1	-8	1
O=C(NC1CC1)c1cccc(N2CCCC2CO)n1 (stereo unspecified)	-2	2
COc1cc(Nc2nc(Nc3ncccn3)nc3c2ncn3-c2ccccc2)cc(OC)c1OC	10	9
CN(Cc1ccccc1)CC(O)c1cccc([N+](=O)[O-])c1 (stereo unspecified)	-5	.
Cc1[nH]c2ccccc2c1/C=C/c1cc[n+](C)cc1	2	.
Cc1nn(C)c(C)c1-c1nc2c(NCc3cccc(C(F)(F)F)c3)ncnc2n1C(C)C	-8	3

By substructure: the entries above with a thiophene ring, fused or not
SMILES	ULK1 primary	ASK1 inh
c1cc(-n2cnc3c(NCCN4CCOCC4)nc(NCc4ccc5c(c4)OCO5)nc32)cs1	-23	-6
O=C(NCc1cccnc1)c1cncc(-c2csc3ccccc23)c1	-5	-2
O=C(NCc1cccnc1)c1ccc2nc(-c3cccs3)sc2c1	1	3
CCNc1nc(NC2CCN(Cc3ccccc3)CC2)c2ncn(-c3ccsc3)c2n1	-5	9
CSc1ccc(NC(=O)C2CCCCN2S(=O)(=O)c2ccc(Cl)s2)cc1 (stereo unspecified)	-10	.
O=C1CCCN1CCn1cnc2c(NCc3cccc(C(F)(F)F)c3)nc(-c3csc4ccccc34)nc21	-11	10
CN(C)c1cccc(Nc2nc(Nc3ccc(N4CCOCC4)cc3)c3ncn(-c4ccsc4)c3n2)c1	6	25
CN(C)c1cccc(Nc2nc(NCCOc3ccccc3)c3ncn(-c4ccsc4)c3n2)c1	12	15
Cc1nnc2n(-c3ccccc3)c(=O)c3c4c(sc3n12)CCC4	2	.
Cn1c(Nc2nc(Nc3ccccc3)c3ncn(-c4ccsc4)c3n2)nc2ccccc21	13	-4
COc1ccc(-c2nc(Nc3ccccc3)c3ncn(-c4ccsc4)c3n2)cn1	-10	1
Cc1csc(-c2ccc(C(=O)NCc3nc(-c4ccncc4)n[nH]3)s2)n1	-8	5

Bioassay records: PubChem BioAssay, The Scripps Research Institute Molecular Screening Center
